NR2E3 ag-1: NR2E3 (human) agonism; Q9Y5X4; GST-NR2E3/biotin-RetCOR TR-FRET, 1536-well; inhibition of corepressor binding, % at 4.78 µM; actives 0.12% (n = 320,000); AID 2300;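 active = percent inhibition above the cutoff of mean plus 3 SD of all tested compounds, set per screening campaign, cut at about 20% in these data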;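 note: 0% = DMSO wells and 100% = biotin wells as full block of FRET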
Target sequence (Q9Y5X4 whole entry, looked up): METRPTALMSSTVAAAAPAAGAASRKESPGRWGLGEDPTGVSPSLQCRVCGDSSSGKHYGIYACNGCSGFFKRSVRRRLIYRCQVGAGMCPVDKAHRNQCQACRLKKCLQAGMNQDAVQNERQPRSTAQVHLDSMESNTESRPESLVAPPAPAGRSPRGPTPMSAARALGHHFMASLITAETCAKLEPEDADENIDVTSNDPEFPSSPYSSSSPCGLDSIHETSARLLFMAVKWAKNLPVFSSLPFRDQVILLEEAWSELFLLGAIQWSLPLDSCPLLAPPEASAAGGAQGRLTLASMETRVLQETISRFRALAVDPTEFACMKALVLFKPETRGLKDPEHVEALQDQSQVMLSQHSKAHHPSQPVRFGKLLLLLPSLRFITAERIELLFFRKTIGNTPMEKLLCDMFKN
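Material – GST-tagged NR2E3 plus biotinylated RetCOR corepressor · Quantity – NR2E3 fusion 1.35 nM · Times – 5 h incubation at 4 °C · Medium – pH 7.5 Tris-based buffer · Technique – TR-FRET, Eu(K)-anti-GST donor, streptavidin-D2 acceptor, ex 340, em 617/671 nm · Benchmarks – high control biotin, low control 0.6% DMSO · Format – 1536-well plates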
Granule exo inh: lytic granule exocytosis inhibition; TALL-104 LAMP-1 surface exposure, flow cytometry; cells stimulated with thapsigargin and PMA; actives 0.66% (n = 360,000); inhibition, % at 10 µM; AID 651702;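 active = inhibition above about 55%, limit read from the data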
MITF TRPM1 inh: inhibitors of MITF-driven TRPM1 promoter in melanoma cells; actives 0.83% (n = 330,000); SK-MEL-5 TRPM1 promoter luciferase, 24 h; inhibition, % at 12.5 µM;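 active = mean inhibition across replicates of 60% or more, whatever share of single replicates reaches that level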; note: values of inactives mirror those of a sister screen read the other way
Vif inh: inhibitors of HIV Vif; HEK293T cells, Vif self-association by quenched fluorescence, imaging, 24 h; inhibition, % at 7.49 µM; actives 0.35% (n = 340,000); in the data active = inhibition above about 50%, passing the limit was not always enough; note: some results filed as inactive read as strong as hits
PDI turbidity: inhibitors of human protein disulfide isomerase | actives 0.052% (n = 350,000) | P07237 | AID 588391 | inhibition, % at 10 µM | PDI insulin aggregation turbidity, A650, 90 min;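 active = mean inhibition across replicates of 30% or more, whatever share of single replicates reach that level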;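 note: absorbance from insulin aggregation driven by PDI reduction with DTT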
Target sequence (P07237 whole entry, looked up): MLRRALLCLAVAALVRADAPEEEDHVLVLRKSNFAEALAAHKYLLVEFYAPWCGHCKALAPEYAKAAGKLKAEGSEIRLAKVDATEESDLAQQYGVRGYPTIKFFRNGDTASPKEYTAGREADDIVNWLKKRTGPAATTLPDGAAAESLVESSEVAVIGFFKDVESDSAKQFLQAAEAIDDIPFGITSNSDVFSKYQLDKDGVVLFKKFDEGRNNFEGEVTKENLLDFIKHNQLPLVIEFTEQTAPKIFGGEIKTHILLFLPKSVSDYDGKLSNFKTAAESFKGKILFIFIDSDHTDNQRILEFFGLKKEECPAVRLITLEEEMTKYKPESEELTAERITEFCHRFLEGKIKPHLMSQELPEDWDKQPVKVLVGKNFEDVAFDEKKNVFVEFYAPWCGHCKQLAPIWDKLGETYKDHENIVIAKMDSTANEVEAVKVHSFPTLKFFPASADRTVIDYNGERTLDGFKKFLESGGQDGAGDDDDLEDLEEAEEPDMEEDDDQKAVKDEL
HIF-2a block: inhibitors of HIF-2a; 786-0 RCC cells HIF-2a reporter, luciferase luminescence, overnight; inhibition, % at 18.8 µM; actives 0.72% (n = 360,000); AID 624352;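 active = inhibition of the luminescence signal of 40% or more relative to plate controls, in a single-dose primary screen at 18.75 µM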
CaV13 FRET inh: Disruptors of the CACNA1D IQ motif to Ca2+-dependent inactivation inhibitor domain association, primary screening, Förster resonance energy transfer in intact living … | inhibition, % at 12.3 µM | HEK cells, CFP/YFP FRET ICDI-IQ, plate reader, 10 min; percent FRET-ratio fall versus neutral wells | actives 0.098% (n = 340,000);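 active = mean replicate inhibition of at least 30% and at least 1% of replicates passing that level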;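 note: 0% = median of the neutral control wells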
Peg3 prom inh: Peg3 promoter activity inhibition; HeLa PEG-Prom luciferase reporter, luminescence, overnight; inhibition, % at 20 µM; actives 1.7% (n = 360,000); AID 588405;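 active = inhibition of at least 50% at 20 µM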
aDG glyco act: alpha-DG glycosylation activation | Pro5-aDG cells, alpha-DG glycosylation AlphaScreen (IIH6); 0% Pro5, 100% B10-LARGE cell signal | activation, % at 10 µM | actives 0.22% (n = 360,000);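 active = activation of at least 8% versus controls, or a plate z-score of at least 8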;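 note: Pro5 are CHO cells carrying HIG-tagged alpha-DG that lacks glycosylation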
NR2E3 ag-2: activates human NR2E3 receptor; CHO-S Gal4-NCOR/VP16-NR2E3 two-hybrid, luciferase; actives 0.35% (n = 360,000); inhibition of corepressor binding, % at 3.98 µM; Q9Y5X4; AID 602229;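 active = inhibition above the mean of all tested compounds plus 3 SD, cut at about 70% in these data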;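 note: 0% = DMSO with NR2E3 transfected cells and 100% = cells lacking NR2E3 construct; higher means lower luciferase signal from less NR2E3 corepressor binding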
iPSC survival up: hiPSC single-cell survival enhancement. ATPlite luminescence; 100% = ROCK inhibitor wells, 0% = DMSO. survival enhancement, % at 20 µM. actives 0.044% (n = 360,000). AID 602274; in the data active = survival enhancement above about 18%;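 note: cells exposed to compounds for 16 hours before the ATP read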
Starred values were filed as active, the others as inactive; . = not tested or not shown; & = joins results of further samples.

SMILES	NR2E3 ag-1	Granule exo inh	MITF TRPM1 inh	Vif inh	PDI turbidity	HIF-2a block	CaV13 FRET inh	Peg3 prom inh	aDG glyco act	NR2E3 ag-2	iPSC survival up
O=C(O)c1ccc(N2C(=O)CC(Cc3ccccc3)C2=O)cc1 (configuration not stated)	-4	-1	12	8	-1	10	-5	11	0.0	4	0.5
CC(=O)NC1=NN(C(C)=O)C(C)(c2ccccc2)S1 (configuration not stated)	-4	-2	6	16	3	4	-9	40	-0.1	-39	-2.8
CCCCOCCCNC(=O)c1cccc(OC)c1	-2	-12	8	-3	-6	6	-5	-5	-0.1	10	-3.0
CC1CCC(NCCNC(=O)c2ccco2)CC1 (configuration not stated)	3	-2	-6	10	-3	2	-2	5	-0.1	9	-0.2
CCOC(=O)c1ccccc1NC(=O)Cn1c(-c2nonc2N)nc2ccccc21	2	0	22	23	-4	29	-5	18	-0.1	-3	-0.3
Cc1ccc(C(=O)NCCNc2ccc([N+](=O)[O-])cc2C(F)(F)F)cc1	-1	6	-1	-1	-1	0	-4	23	1.1	-12	6.5
COC(=O)[C@H](C)NC(=O)Nc1cccc(C)c1	-1	-6	14	.	-6	19	.	14	0.1	-3	0.8
Cc1nc2c(-c3ccccc3)c(C)nn2c(C)c1CCC(=O)O	3	-2	13	-10	11	27	-6	9	-0.1	-9	1.1
O=c1cc(CSc2nnc(-c3cccs3)n2Cc2ccccc2)nc2sc3ccccc3n12	2	-1	21	-6	3	-11	-5	9	1.1	33	-1.4
Cc1ccccc1-n1c(=O)cc(N2CCC3(CC2)OCCO3)[nH]c1=O	2	-2	-4	-3	-5	-13	-10	7	0.5	1	-1.5
CC(C)(C)[C@H]1COC(=O)CC/C=C\C[C@@H](CC(=O)N[C@H](CO)Cc2ccccc2)C(=O)N1	.	-2	5	-4	2	3	-11	6	-0.3	3	1.2
CCN(CC)S(=O)(=O)c1ccc(C)c(NC(=S)NNC(=O)C2CC2)c1	1	6	4	2	-2	12	-5	14	-0.1	-25	-0.8
Cc1cc(OC(C)C(=O)NCCCN2CCOCC2)c2c(C)cc(=O)oc2c1 (configuration not stated)	3	-7	-14	0	-7	6	-14	13	-0.3	-10	-0.2
CCn1cc(C(=O)NCc2ccc(OC)cc2)c(=O)c2ccc(C)nc21	4	5	1	-4	-9	24	-19	10	-0.2	12	-0.5
CCOc1ccc(/C=N/NC(=O)c2ccc(Cn3cc([N+](=O)[O-])cn3)o2)cc1	3	1	-26	2	16	-136	-5	-53	0.2	-26	-2.8
c1ccc(COCCCn2cc(-c3ccccc3)nn2)cc1	2	1	0	-2	0	-25	-9	-14	0.8	-11	3.7
COc1ccc([C@@H]2[C@@H]3C(=O)N(C(C)(C)C)C(=O)[C@@H]3[C@]3(C)C(=O)N(c4cccc(C)c4)C(=O)N23)cc1	-2	-11	-7	1	-14	3	-5	9	0.0	8	-4.0
Cc1ccc(C)c(-c2csc(NC(=O)c3c(C)noc3C)n2)c1	4	0	13	-1	11	-10	-5	-10	0.4	21	0.7
COC(CNC(=O)C1CCCN1C(=O)OCc1ccccc1)OC (configuration not stated)	0	2	17	1	7	11	-2	-16	0.0	21	1.6
FC(F)(F)c1cccc(-c2cncc(N3CCN(CCN4CCCC4)CC3)n2)c1	.	39	.	-2	4	-7	-5	-8	2.8	10	0.5
Cc1cc(N)n(-c2ccccc2)n1	1	-1	11	2	-6	6	2	-15	-0.1	-7	-0.9
O=C(CN1C(=O)c2ccccc2C1=O)Nc1ccccc1N1CCOCC1	4	-4	0	0	13	13	-6	6	0.0	4	0.6
Nc1nonc1-c1noc(CCCOc2ccc(Cl)cc2Cl)n1	-3	-4	5	-1	2	-36	-5	-28	0.1	-24	6.7
CC(C)(C)C(=O)NNC(=O)c1cnccn1	2	0	17	13	-4	18	-5	5	-0.1	0	0.7
CCN(C(=O)c1cc2c(=O)n3ccccc3nc2n1C)C1CCCCC1	2	-1	-25	10	7	-81	-4	-98	0.0	-41	-0.5
O=C(CNS(=O)(=O)c1cccs1)NCc1ccc(F)cc1	8	0	-4	3	0	7	2	18	0.0	-2	0.4
COc1ccccc1-c1nc(SCc2ccccn2)n[nH]1	2	-4	4	-3	-12	-121	-5	-107	-0.1	-37	0.4
COc1cc(OC)c(C2CC(=O)N3CN(c4ccccc4)CSC3=C2C#N)cc1OC (configuration not stated)	0	-3	0	7	14	4	-3	-11	-0.1	-20	-1.0
CC(C)CC(C(=O)NCc1ccccn1)N1C(=O)c2ccccc2C1=O (configuration not stated)	1	-2	4	-2	18	-6	0	-9	-0.2	-9	-0.4
CS(=O)(=O)NCCOc1ccc(S(=O)(=O)N2CCCc3ccccc32)cc1	1	-3	1	5	-4	13	-8	31	0.1	-24	-1.3
C[C@H]1CN([C@@H](C)CO)C(=O)Cc2cc(NS(=O)(=O)c3cn(C)cn3)ccc2O[C@@H]1CN(C)C(=O)Nc1ccc(F)cc1	.	0	0	-4	-7	1	-6	12	0.1	-14	-1.4
COc1ccc(/C=N/N=C2/NC(=O)C(CC(=O)O)S2)cc1OCc1ccc(Cl)cc1 (configuration not stated)	-2	0	17	-1	2	13	-6	-7	-0.1	-2	1.0
COc1ccc(C(CNC(=O)CNC(=O)c2ccc(F)cc2)N2CCCC2)cc1 (configuration not stated)	2	-2	-2	0	14	3	-5	1	0.2	1	-0.4
CCO[C@@H]1OC(C(N)=O)=C[C@H](c2cn(C(C)=O)c3ccccc23)[C@H]1CCCO	-1	-5	-4	-4	-1	16	-11	-4	0.0	-13	3.2
Cc1ccc(Cl)cc1NC(=O)CC1NCCNC1=O (configuration not stated)	5	0	-1	-11	10	17	.	7	-0.1	17	0.7
Cc1ccc(-c2[nH]nc3c2C(c2ccsc2)C(C#N)=C(N)O3)cc1 (configuration not stated)	0	8	15	6	-2	11	-8	19	0.3	-6	2.9
CN1c2cccc3cccc(c23)N(C)C1(C)C	0	-1	2	1	0	-7	-4	15	0.5	-17	-1.1
Cc1ccc(-n2c(C)nnc2SCC(=O)Nc2ccccc2)cc1	3	1	7	10	-4	11	-4	14	0.2	-2	0.9
O=C(Nc1cc(S(=O)(=O)N2CCOCC2)ccc1N1CCOCC1)c1ccccc1F	2	1	1	-7	-1	17	-6	-5	-0.1	-23	-2.0
Cc1cc(OC(F)F)ccc1NC(=S)NCCc1ccccc1	6	-3	-12	1	-4	3	.	0	0.1	-4	-0.2
COc1cc(C2C3=C(COC3=O)Oc3cc4c(cc32)OCO4)cc(OC)c1O (configuration not stated)	.	-11	29	60*	4	28	-19	-33	0.1	29	2.2
COc1ccc(Cl)cc1C(=O)NNC(=O)COC(=O)c1ccc(Br)o1	.	7	-12	12	1	-5	-4	-11	-0.1	39	3.9
COc1cccc(C(C(=O)NC2CCCC2)N(Cc2ccco2)C(=O)c2ccco2)c1OC (configuration not stated)	2	0	-1	5	4	0	-5	13	-0.4	-1	-2.1
COc1ccccc1N1CCN(S(=O)(=O)c2cccs2)CC1	2	1	5	-3	-2	-36	-6	5	-0.2	-13	-0.1
CC(C(=O)Nc1ccc(F)c(F)c1F)N(C)Cc1cccs1 (configuration not stated)	2	22	-12	-7	-1	0	.	7	0.0	6	-0.1
CCCOc1cccc(C(=O)NCCCNC(=O)c2ccccn2)c1	-1	0	-1	-2	-4	8	-5	3	0.4	11	0.0
COC1(NS(=O)(=O)c2ccc(Br)cc2)C(C)=CC(=O)C=C1C	-1	-4	10	-4	1	13	0	4	-0.1	-32	14
Cc1cc(=O)[nH]c(N=N/C(=N/Nc2ccc(O)cc2)c2ccccc2)n1	-4	-3	-28	-10	-3	-100	-4	-235	-0.4	-80	1.8
Cc1oc2c(CN(C)C)c(O)ccc2c(=O)c1-c1ccc2ccccc2n1	0	-2	7	-8	-6	21	-10	14	0.0	-12	-0.3
CC(C)CC1OC(C(C)C)Cc2[nH]c(=S)[nH]c(=O)c21 (configuration not stated)	.	-5	.	.	.	-3	-7	.	-0.1	1	-0.1
Cc1ccc(N2C(=O)NC3(CCCCC3)C2=O)cc1	1	7	-21	17	5	-44	.	-45	0.1	-12	3.9
OCCN1CCN(Cc2cccc(Oc3ccc(Cl)cc3)c2)CC1	1	2	-13	-8	10	-12	-5	-17	-0.1	2	-0.9
COc1ccccc1N1CCN(Cc2nnnn2CCc2ccccc2)CC1	1	0	8	-8	-1	4	0	16	-0.2	4	-1.8
CC(=O)Nc1cccc(C(=O)OC(C)C(=O)N2CCc3ccccc32)c1 (configuration not stated)	4	-3	-4	10	-5	23	-5	3	0.1	-15	-0.1
O=c1c2ccccc2nc(N/N=C/c2ccccc2)n1O	-6	-1	-26	-4	-12	-65	-3	-65	-0.3	-33	-2.9
Cc1cc(=O)oc2c(O)c(O)ccc12	.	-4	0	5	0	-11	-5	6	0.0	-38	2.0
O=c1[nH][nH]c(=O)c2cc([N+](=O)[O-])ccc12	1	3&-2	8&-3	-2&-8	-4	3&0	-11	8&3	-0.2&-0.1	-13&5	1.8&5.1
O=C(c1ccccc1)c1cc(F)c(N2CCOCC2)cc1Cl	7	-7	-9	5	2	-13	.	-24	0.0	-9	-4.5
COc1cc(NC(=O)c2ccccc2)c(OC)cc1NC(=O)Cc1ccc(Br)cc1	-3	9	1	4	-1	19	-20	9	-0.1	-34	2.2
CCC(C)NS(=O)(=O)c1ccc(OCC(=O)Nc2ccc(F)cc2F)cc1 (configuration not stated)	0	-1	-6	3	5	15	-1	17	0.0	-5	-1.1

Gathered by group: those above containing a COOH group
SMILES	NR2E3 ag-1	Granule exo inh	MITF TRPM1 inh	Vif inh	PDI turbidity	HIF-2a block	CaV13 FRET inh	Peg3 prom inh	aDG glyco act	NR2E3 ag-2	iPSC survival up
O=C(O)c1ccc(N2C(=O)CC(Cc3ccccc3)C2=O)cc1 (configuration not stated)	-4	-1	12	8	-1	10	-5	11	0.0	4	0.5
Cc1nc2c(-c3ccccc3)c(C)nn2c(C)c1CCC(=O)O	3	-2	13	-10	11	27	-6	9	-0.1	-9	1.1
COc1ccc(/C=N/N=C2/NC(=O)C(CC(=O)O)S2)cc1OCc1ccc(Cl)cc1 (configuration not stated)	-2	0	17	-1	2	13	-6	-7	-0.1	-2	1.0

Going on with the list:
SMILES	NR2E3 ag-1	Granule exo inh	MITF TRPM1 inh	Vif inh	PDI turbidity	HIF-2a block	CaV13 FRET inh	Peg3 prom inh	aDG glyco act	NR2E3 ag-2	iPSC survival up
CCOC(=O)c1cc(NC(=O)Nc2cc(C)ccn2)c(C)nc1C	-3	5	-26	-1	-7	-44	1	-29	-0.3	4	0.5
CCn1c(=O)c2sccc2n(Cc2ccc(C)cc2)c1=O	1	-5	-17	11	2	23	-20	23	0.0	-30	0.7
CCN(CC(=O)NCCc1ccc(S(N)(=O)=O)cc1)Cc1nc2ccccc2c(=O)[nH]1	2	-2	-6	7	15	18	-5	10	0.0	-17	0.7
CCN(CC(=O)Nc1ccc(OC)cc1)C(=O)c1ccc(N2CCCC2=O)cc1	1	-5	-6	3	-6	-12	-6	-6	-0.3	-2	-0.5

Screens: PubChem, several laboratories
